Assay outcomes as filed in PubChem.
Pf Dd2 inh: inhibitors of Plasmodium falciparum Dd2 growth | 120,000 compounds, 4.3% hits | P. falciparum Dd2 growth, SYBR Green, 72 h | Potency, µM (titrated, usually from 28.9 µM), for the others: at the top dose activity, negative = inhibition, most hits filed as inhibitors; active = well fitted inhibition curve with a large enough effect; inconclusive = small, poorly fitted or top-dose-only effect; inactive = no such curve, though single readings can be large or run the other way;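 note: plate controls were DMSO vehicle for no effect and reference drug for full effect; nearly all actives have a fitted effect of over 65% in size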
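Infected erythrocytes (Dd2, 0.3% parasitemia, 2.5% hematocrit final) are added to compound in RPMI-1640/Albumax II medium, grown 72 h at 37C in low oxygen, then lysed with saponin/Triton-X containing SYBR Green and read by fluorescence.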
* hit, by the source's call; i = inactive; ? = inconclusive; [ ] = dose if it differs, or a comment. Potency is the fitted concentration of half-maximal effect.

SMILES,Pf Dd2 inh
N#Cc1cccc(C(=O)N2CCC3(CC2)NC(=O)N(Cc2ccccc2Cl)C3=O)c1,i
CCN(CCCNC(=O)c1cc2c(=O)[nH]c3ccc(C)cc3c2s1)c1ccc(C)cc1,?
O=C(c1ccc2nccn2c1)N1CCN(c2ccc(F)cc2)CC1,-7%
COc1nccc(N2CCC(CC(=O)NC3CCN(Cc4ccccc4)CC3)CC2)n1,-13%
CC(=O)NC[C@H]1CCN(Cc2ccc(Cl)cc2F)C[C@H]1N(C)C,i
C[S+](=O)([O-])N1Cc2ccccc2CC2(CCCN(CC3CCCC3)C2)C1 (stereo not given),?
O=C(NCC1(COc2cccnc2)C[C@@H](O)[C@@H](O)C1)c1nc2ccccc2[nH]1 (stereo not given in full),i
CN(Cc1ccc(F)cc1)C(=O)c1cccc(Cl)c1,i
O=C(Nc1nnc(S(=O)(=O)N2CCOCC2)s1)c1ccccc1Cl,-24%
Cc1ccc(C)c(NC(=O)Cn2nc3n(c2=O)CCCCC3)c1,i
COCC(=O)N[C@@H]1CN(C(=O)c2ccnn2C)CC[C@@H]1c1nc(C)no1,64%[activator][5.79 µM]
COCc1ccc2c(c1)c(OC(C)(C)C(=O)NCc1ccncc1)nn2CCC(C)C,?
Cc1ccc(N2C(=O)N[C@@H]3CCN(C(=O)c4ccccc4)[C@@H]3C2=O)cc1,0%[44.1 µM]
COc1ccc(CN2CCC3(CC2)CNc2ccccc2[S+](=O)([O-])N3)cc1,i
COc1cccc(Nc2ncc3c(n2)C(C)(C(=O)NC2CCOCC2)CC3)c1 (stereo not given),i
CN1CCN(c2ccc(-c3cn(C)c(=O)n4cc(COc5ccnn5C)nc34)cn2)CC1,-13%[44.1 µM]
COc1ccc(-n2c(SCC(=O)NCc3ccccc3)nc3c([nH]c4ccccc43)c2=O)cc1,?
COc1ccc(C(C)NC(=O)c2ccc(-c3ccc(N4CCSCC4)nc3)cc2)cc1 (stereo not given),i
Cc1ccc(SCC(=O)Nc2cccc(-c3nc4cc(Cl)ccc4o3)c2C)cc1,-2%
CCc1ccc(CNC(=O)C2(c3ccc(NC(=O)C(C)C)cc3)CCC2)cc1,-17%
CCOc1ccccc1NC(=O)Cn1c(=O)n(-c2ccc(F)cc2)c(=O)c2c1cc(C)n2C,0%
CCc1cccc(NC(=O)C2CCN(C(=O)c3nnn4c3COC(c3ccc(OC)cc3)C4)CC2)c1 (stereo not given),-9%
COCc1nncn1C1CCN(S(=O)(=O)c2ccc(F)cc2F)CC1,-23%
COc1ccc2[nH]c3c(c2c1)CCNC31CCN(C(=O)c2ccc(C)s2)CC1,-22%
Cc1ccccc1CNC(=O)CCS(=O)(=O)c1cc2c3c(c1)CCN3C(=O)CC2,i
CCN1CCN(C(=O)CCn2ccc(=O)[nH]c2=O)C(C)C1=O (stereo not given),0%
O=C(CNC(=O)c1ccccc1)NCc1nnc2ccc(-c3ccccc3)nn12,-20%
O=C(COc1ccccc1F)Nc1ccc2oc(-c3cccc(Cl)c3)nc2c1,6%
O=C(COc1ccc(F)cc1)NCc1nnc2ccc(-c3ccccc3)nn12,?
Cc1cccc(OCC2(CNC3CCN(C)CC3)C[C@@H](O)[C@@H](O)C2)n1 (stereo not given in full),25%[44.1 µM]
Cc1nc2c(c(=O)n1C)CCN(C(=O)NCc1ccco1)CC2,-7%
CC(C)(C)OC(=O)N1CCC(c2c(C(=O)N3CCN(c4ncccn4)CC3)cnn2-c2cccc(F)c2)CC1,8%
Cn1nc(-c2ccccc2)cc1[C@H]1CN2CC[C@H]1C[C@@H]2CNC(=O)NCc1ccccc1,?
Cc1cnc(-c2cccnc2)n1C1CCCN(CC2CCCCC2)C1 (stereo not given),11µM*
O=C(O)C[C@@H]1CCN(C(=O)c2ccc(C(F)(F)F)cc2)C[C@@H]1CCN1CCCCC1,-25%[44.1 µM]
COCc1cc(=O)n(CC(=O)Nc2ccc(OC)c(OC)c2)c(N2CCOCC2)n1,-14%
CCOC(=O)C1=C(C)N=C2SC=C(CC(=O)NCC3CC3)N2C1c1ccccc1OC (stereo not given),?
O=C1CCN(C(=O)[C@@H]2CCCN2C(=O)c2ccoc2)CCCCCCN1,9%
COc1ccc(CNc2nc3c(-c4cccc(F)c4)nnn3c3ccccc23)cc1,2%
Cc1nc(-c2ccccc2)sc1-c1ccc(SCC(=O)NCc2ccccc2Cl)nn1,?

Fetched by structure from the entries so far:
SMILES,Pf Dd2 inh
COCC(=O)N[C@@H]1CN(C(=O)c2ccnn2C)CC[C@@H]1c1nc(C)no1,64%[activator][5.79 µM]
O=C(NCC1(COc2cccnc2)C[C@@H](O)[C@@H](O)C1)c1nc2ccccc2[nH]1 (stereo not given in full),i
Cc1cccc(OCC2(CNC3CCN(C)CC3)C[C@@H](O)[C@@H](O)C2)n1 (stereo not given in full),25%[44.1 µM]
Cc1ccc(SCC(=O)Nc2cccc(-c3nc4cc(Cl)ccc4o3)c2C)cc1,-2%

Further entries.
SMILES,Pf Dd2 inh
COc1ccc(CN2CCCCC23Cc2ccccc2CN(C(=O)CCC(=O)O)C3)cc1 (stereo not given),-22%
Cc1ccc(Cl)cc1-n1nc(-c2c(C)nc3scc(CC(=O)N4CCOCC4)n3c2=O)cc1C,i
O=C([C@@H]1C[C@H](Oc2ccccc2)CN1C(=O)NC1CCCCC1)N1CCOCC1,24%
CCC(C)NC(=O)Cn1ncc2c([nH]c3ccc(C)cc32)c1=O (stereo not given),61%[activator]
Cc1ccc(C(=O)N2CCC3(CC2)NCCc2c3[nH]c3ccccc23)cn1,?
CC(C)CN(CC(C)C)S(=O)(=O)c1ccc(C(=O)Nc2sc3c(c2C(N)=O)CC(C)(C)NC3(C)C)cc1,?
CCN(CC)Cc1cnc2c(C(=O)Nc3ccc(OC)cc3)cnn2c1,-28%
Cn1c(Cn2ccnc2)nnc1C1CC(NC(=O)c2ccc(CO)o2)C1 (stereo not given),-1%

In a second layout: 4 of the compounds above
CCC(C)NC(=O)Cn1ncc2c([nH]c3ccc(C)cc32)c1=O (stereo not given)
  Pf Dd2 inh: 61%[activator]

COc1ccc(CN2CCCCC23Cc2ccccc2CN(C(=O)CCC(=O)O)C3)cc1 (stereo not given)
  Pf Dd2 inh: -22%

Cc1ccc(C(=O)N2CCC3(CC2)NCCc2c3[nH]c3ccccc23)cn1
  Pf Dd2 inh: ?

Cc1ccc(Cl)cc1-n1nc(-c2c(C)nc3scc(CC(=O)N4CCOCC4)n3c2=O)cc1C
  Pf Dd2 inh: i

Next part:
SMILES,Pf Dd2 inh
Cc1ccc(Cl)c(NC(=O)Nc2csc3c2CCCC3)c1,?
Cc1cc(F)ccc1C(=O)N1C[C@@H](CN2CCCCC2)[C@@H](CO)C1,-6%
O=C([C@H]1C[C@H](Oc2ccccc2)CN1C(=O)NC1CCCCC1)N1CCOCC1,9%
COc1ccccc1-c1cn2c(n1)CO[C@@H](CNC(=O)Nc1ccc(F)cc1)C2,?
Cc1ccccc1CN1C[C@H](O)C[C@H]1c1nc(-c2ccncc2)no1,-9%[44.1 µM]
O=C(O)c1cc(Br)cc(S(=O)(=O)NCC2CCCO2)c1 (stereo not given),6%
COc1ccc(Cl)cc1C(=O)Nc1ccc2oc(-c3ccc(C(C)(C)C)cc3)nc2c1,25%
CN(C)CCNC(=O)c1ccc2c(c1)C1(CCN(CC3CC3)C1)CN2Cc1ccccc1 (stereo not given),?

(list continues)
SMILES	Pf Dd2 inh
CC(C)CNC(=O)c1ccc(-c2nnc3ccc(NC(=O)C4CC4)cn23)cc1	?
COc1ccccc1N1CCN(C(=O)c2cnn(-c3ccc(C)c(C)c3)c2C2CCN(C(=O)OC(C)(C)C)CC2)CC1	?
CCC(C)c1ccc(OCC(=O)Nc2ccc(-c3nc4ncccc4o3)cc2)cc1 (stereo not given)	10µM*
Cn1cnnc1CC1CCN(C(=O)Cc2ccccc2)CC1	3%
COc1ccc(OC)c(CNc2sc3c(c2C(=O)Nc2cc(OC)ccc2OC)CCCC3)c1	?
COC(=O)[C@H]1CCCN1C(=O)[C@@H]1[C@@H](NC(=O)Nc2ccc(F)cc2F)CCN1C(=O)c1cccn1C	7%
CC(=O)c1cccc(NC(=O)c2oc(=O)c3ccccc3c2-c2ccccc2)c1	i
Cc1ncsc1CCC(=O)N1CCN(CCCOc2ccc(F)cc2)CC1	-2%
Cn1ccnc1C(=O)N1CCCC1c1nc(CCOCC2CCCC2)no1 (stereo not given)	7%
COCCCNC(=O)CCC(=O)N1Cc2ccccc2Oc2ncccc21	-15%
C#C[C@H]1CN2CC[C@H]1C[C@@H]2CNC(=O)Nc1ccc(Oc2ccccc2)cc1	i
Cc1ccc(OCC(=O)Nc2ccc(C(=O)OCc3cc(=O)n4nc(C5CC5)sc4n3)cc2)cc1	-17%
Cn1nccc1C(=O)N1CC(C(=O)Nc2ccccn2)C2(CCOCC2)C1 (stereo not given)	7%
CCCN(C(=O)Cn1nc(Cc2ccncc2)c2ccccc2c1=O)c1ccccc1C	?
O=C(C1CCOCC1)N1CCCC1c1nc(C2CCOCC2)no1 (stereo not given)	49%[activator]
COc1ccc(OC)c(NC(=O)CN2C(=O)C(c3ccccc3)=NC23CCCC3)c1	i
O=S(=O)(c1ccc(C(F)(F)F)cc1)N1CCCC1c1nncn1Cc1ccncc1 (stereo not given)	-3%
Cc1nc(N(C)C)ncc1C(=O)N1CCN(c2ccccc2C#N)CC1	-11%
O=C(Nc1ccc(F)c(F)c1)C1CCN(C(=O)c2ncn3c2COC(c2ccccc2)C3)CC1 (stereo not given)	-16%
N[C@H](C(=O)N1CCC2(CC1)C(=O)NCN2C(=O)c1ccc(Cl)cc1)c1ccccc1	-4%
COc1cc(NC(=O)Cn2nc3c(cc2=O)CCCCC3)cc(OC)c1OC	-22%
CCOC(=O)c1cccc(Nc2nc(-c3ccccc3)no2)c1	-7%
CCOc1ccccc1CN1CCC2(CCN(C(=O)C3CC3)CC2)Oc2ccccc21	-30%
CS(=O)(=O)N1C[C@H]2CCN(C(=O)Cc3ccccc3F)C[C@H]21	15%
CCN(CC)c1ccc(NC(=O)CN(C)S(=O)(=O)c2cccc3nsnc23)c(C)c1	?
COc1ccccc1C(=O)NCc1ccc2c(c1)CCN2C(=O)c1ccncc1	i
COc1cccc(Cn2c(=O)cc(C)c3c(C)nn(-c4ccc(C)cc4)c32)c1	-26%
N#Cc1ccc(C(=O)N2CCC3(CC2)CC(Cc2nc(C4CC4)no2)CCO3)cc1 (stereo not given)	29%
Fc1ccc(-n2ncc3c(N4CCN(c5ccccc5F)CC4)ncnc32)cc1	45%[activator]
Cc1ccc(OCc2nc(C3CN(C(=O)c4ccc5nc[nH]c5c4)C3)no2)cc1	?
Cc1ccc2nc(C3CCN(CC(C)C)CC3)[nH]c(=O)c2c1	3%[44.1 µM]
Cc1ccc(CNC(=O)Cn2nc(C)n3cccc3c2=O)cc1	7%
O=C(Nc1cccc2ccccc12)O[C@@H]1CO[C@H]2[C@@H]1OC[C@@H]2Nc1nccc(-c2cccc(F)c2)n1	i
COc1ccccc1N1CCN(c2ncnc3c2c(-c2ccccc2)cn3-c2cccc(C)c2)CC1	7%
COC1CCC(C(=O)N2CCCn3nc(C)c(-c4ccccc4-c4ccccc4)c32)CC1 (stereo not given)	-5%[44.1 µM]
COc1ccc(OC)c(NC(=O)c2c(NCc3ccc(N(C)C)cc3)sc3c2CCCC3)c1	?
COc1ccc(-c2csc3nc(-c4ccccc4C)oc(=O)c23)cc1OC	27%
COc1ccc(C2Cn3nnc(C(=O)N4CCC(C(N)=O)CC4)c3CO2)cc1 (stereo not given)	22%
Cc1ccccc1-c1cnc2[nH]cc(CC(=O)Nc3ccccc3)c2c1	i
CCN(CCNC(=O)C1Cn2cccc2C(=O)N1C)Cc1ccccc1 (stereo not given)	?
CCc1ccc(NC(=O)Cn2c(=O)n(Cc3ccco3)c(=O)c3oc4ccccc4c32)cc1	-5%
COc1cc(OC)c(NC(=O)c2ccc(-n3cnc4cccnc43)cc2)cc1Cl	21%
O=C(Cc1ccccc1F)N1CCC2(CC1)CN(c1ccncn1)CC2CO (stereo not given)	-13%
CCOC(=O)c1c(C)[nH]c(CCC(=O)Nc2ccc(Cl)cc2C)c1C	?
CCOCc1nc(C2CCCN(C(=O)c3ccc(C)c(F)c3)C2)no1 (stereo not given)	120%[activator]
COc1cc(NC(=O)C(CCS(C)(=O)=O)N2Cc3ccccc3C2=O)cc(OC)c1OC (stereo not given)	i
Cc1cn2c(=O)c(S(=O)(=O)NCc3ccc(F)cc3)c(C)nc2s1	6%
COc1ccc(CN(C(=O)c2ccco2)c2ccc(CC(=O)NCc3ccc(F)cc3)cc2)cc1	?
CC1(C)C(=O)N(CC2CCOCC2)[C@H]2CN(Cc3cccc(OC(F)(F)F)c3)C[C@H]2[S+]1(=O)[O-]	-9%
O=C1N(C2CCCCC2)C[C@H]2CN(Cc3cccc(OC(F)(F)F)c3)CCN12	-12%[44.1 µM]

Later entries:
SMILES	Pf Dd2 inh
O=C(Cc1ccc(N(Cc2ccc(F)cc2)C(=O)c2ccco2)cc1)Nc1ccc(F)cc1	-9%
COC[C@@H]1[C@H](C(=O)NCCCc2ccccc2)CCC(=O)N1C	10%
Cc1ccc(Cn2c(C3CCN(C(=O)c4cccc(C)c4)CC3)n[nH]c2=O)cc1	-28%
COc1ccc(CNCCN2CCCC2)cc1	-9%[44.1 µM]
O=C(NC[C@H]1C[C@@H]2CCN1C[C@@H]2CN1CCC(Cc2ccccc2)CC1)c1ccco1	?
CCOCCn1cc(C2CCN(S(=O)(=O)c3ccc(CC)cc3)CC2)c2ccccc21	?
COc1ccccc1NC(=O)N1CCc2cc(OC)c(OC)cc2C1CNC(=O)C1CCCC1 (stereo not given)	?
CCN(c1cccc(C)c1)S(=O)(=O)c1ccc2c(c1)NC(=O)CCS2	i

Only part of the results is shown (hit frequency here may not be typical).
